# Screening results: PubChem BioAssay, several laboratories
# Y pestis TopoI: Y. pestis Topo-I inhibition via cleavage products | Y. pestis Topo-I cleavage product accumulation, plate reader | 0.064% of 360,000 active | AID 504884 | activity, % at 10 µM; in the data active = activity above about 50%, passing the limit was not always enough; inconclusive = no clear call, values can overlap the other calls; note: inactives centre near 2
# TcdB GH inh: inhibitors of Clostridioides difficile toxin B glycohydrolase. P18177. TcdB glycohydrolase enzymatic assay, plate reader. inhibition, % at 9.99 µM. 0.24% of 350,000 active. AID 652162; in the data active = inhibition above about 10%
# Vc quorum ag: induces V. cholerae light production without autoinducers; V. cholerae BH1578 lux reporter, luminescence, 6 h; activation, % at 18.7 µM; 0.16% of 350,000 active; AID 588436; in the data active = activation mostly above about 9.7%, no sharp cut-off; inconclusive = no clear call, values can overlap the other calls; inactive = mostly below about 3.7%; note: not every result past the cut was called active; inactives centre near 0; reference of the scale not given here
# SARS 3CLpro inh: SARS-CoV 3CLpro protease inhibition | recombinant SARS-CoV 3CLpro, quenched FRET peptide cleavage | inhibition, % at 6 µM | 0.14% of 290,000 active; in the data active = inhibition above about 12%
# PfHsp40 rescue: compounds rescuing yeast from Plasmodium falciparum HSP40 toxicity; AID 504582; S. cerevisiae expressing PfHsp40, growth rescue, ATP luminescence; 0.68% of 340,000 active; growth rescue, % at 12.5 µM; in the data active = growth rescue above about 28%, passing the limit was not always enough; inconclusive = no clear call, values can overlap the other calls;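 note: yeast W303a lacking pdr1 and pdr3 grown in galactose medium; growth measured after three days at 30 °C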
# VHR inh abs: DUSP3 (human) phosphatase inhibition; recombinant VHR phosphatase, pNPP absorbance; inhibition, % at 13.3 µM; 0.52% of 290,000 active; AID 1654; in the data active = inhibition above about 50%; note: some compounds called inactive have numbers as strong as hits
# Target sequence (P51452 whole entry, looked up): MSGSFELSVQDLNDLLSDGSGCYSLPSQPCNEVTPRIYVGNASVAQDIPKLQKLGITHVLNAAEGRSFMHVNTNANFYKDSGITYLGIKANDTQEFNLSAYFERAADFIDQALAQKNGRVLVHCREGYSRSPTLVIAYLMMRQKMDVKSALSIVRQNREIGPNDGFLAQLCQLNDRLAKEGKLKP
# PriA SSB inh: blocks PriA binding to SSB C-terminal tail; AlphaScreen SSBct-PriA binding, biotinylated peptide; 0.6% of 430,000 active; inhibition, % at 33 µM; in the data active = inhibition mostly above about 37%, no sharp cut-off; inactive = mostly below about 20%;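 note: plate controls were negative control peptide for no effect and reference peptide for full effect; strong numbers were not always called active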
# CCHF vOTU inh: blocks the CCHF virus ovarian tumor domain protease | CCHFV vOTU protease, Pep-AMC fluorescence | inhibition, % at 11.5 µM | 0.55% of 370,000 active | AID 651958; in the data active = inhibition above about 30%; note: 0% = vehicle wells with enzyme and 100% = no enzyme wells
# BoNT-A LC inh2: inhibitors of Botulinum neurotoxin A light chain protease; multiplex microsphere protease substrate cleavage, flow cytometry; inhibition, % at 10 µM; 0.17% of 360,000 active; AID 588499; note: plate controls were buffer without enzyme for full effect and enzyme alone for no effect
# Anthrax LF inh2: blocks Bacillus anthracis lethal factor protease; P15917; multiplex microsphere protease cleavage assay, LF; inhibition, % at 10 µM; 0.12% of 360,000 active; AID 588501; note: plate controls were buffer without enzyme for full effect and enzyme alone for no effect
# Target sequence (P15917 whole entry, looked up): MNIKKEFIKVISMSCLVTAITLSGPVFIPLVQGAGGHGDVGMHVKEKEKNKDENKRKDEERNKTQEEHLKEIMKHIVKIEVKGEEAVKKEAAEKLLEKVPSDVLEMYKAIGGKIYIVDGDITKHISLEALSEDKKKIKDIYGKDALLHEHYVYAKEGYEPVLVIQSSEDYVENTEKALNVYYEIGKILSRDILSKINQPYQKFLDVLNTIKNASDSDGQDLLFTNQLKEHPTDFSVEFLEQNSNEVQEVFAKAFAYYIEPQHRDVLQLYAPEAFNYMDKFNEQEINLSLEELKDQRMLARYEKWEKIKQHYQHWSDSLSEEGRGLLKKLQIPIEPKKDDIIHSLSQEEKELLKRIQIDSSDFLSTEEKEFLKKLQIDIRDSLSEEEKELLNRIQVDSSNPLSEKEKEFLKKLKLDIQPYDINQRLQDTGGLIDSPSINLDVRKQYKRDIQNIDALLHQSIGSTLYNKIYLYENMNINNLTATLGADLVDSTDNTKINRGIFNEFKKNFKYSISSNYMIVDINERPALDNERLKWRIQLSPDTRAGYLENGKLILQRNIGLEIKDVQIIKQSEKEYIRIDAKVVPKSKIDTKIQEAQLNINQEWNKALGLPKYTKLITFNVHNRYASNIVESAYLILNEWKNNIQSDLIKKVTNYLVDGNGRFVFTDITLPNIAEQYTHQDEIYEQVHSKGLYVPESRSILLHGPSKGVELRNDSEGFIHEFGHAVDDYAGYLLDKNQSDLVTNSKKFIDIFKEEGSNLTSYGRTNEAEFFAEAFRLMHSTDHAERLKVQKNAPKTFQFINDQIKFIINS
# The depositor's hits bear a star; i = inactive; ? = inconclusive; / = no result given. Cut-off read from the data, not from the text of the source, unless noted: active = inhibition above about 30%; inconclusive = no clear call, values can overlap the other calls; inactive = below that. Some of the compounds tested; count on the stated rates, not on these rows.
cpd	smiles	Y pestis TopoI	TcdB GH inh	Vc quorum ag	SARS 3CLpro inh	PfHsp40 rescue
1	COc1cc([N+](=O)[O-])cc(/C=N/NC(=O)CSc2ccccn2)c1O	-7.7	0.0	-0.4	6.3	-0.8
2	O=S(=O)(c1ccccc1)N1CCN(C(=S)Nc2ccc(Br)cc2)CC1	9.8	2.4	-1.3	5.0	0.5
3	CN(CC(=O)Nc1ccccc1N1CCCC1)S(=O)(=O)c1ccc(F)cc1	1.8	1.6	-0.7	/	-0.3
4	CN(C)c1ccc(/C=C2/SC(=O)N(CCN=C3NS(=O)(=O)c4ccccc43)C2=O)cc1	-4.4	0.1	i	2.1	-1.8
5	OCCN1CCN(CC#CCC(c2ccccc2)c2ccccc2)CC1	4.6	1.7	i	1.6	-0.8
6	COc1ccccc1NC(=O)c1ccc(S(=O)(=O)N2CCOCC2)cc1	-5.7	/	-2.9	2.1	0.3
7	Cc1c(C(=O)OCC(=O)N2CC(=O)Nc3ccccc32)oc2ccccc12	4.0	/	i	0.0	-1.1
8	CCCOc1ccc(-c2c(C(=O)N/N=C/c3ccncc3)nnn2-c2nonc2N)cc1	3.8	0.2	6.7	-2.2	0.6
9	O=S(=O)(c1cccc2nsnc12)N1CCN(C/C=C/c2ccccc2)CC1	29.1	/	-0.4	-3.8	1.7
10	Cc1noc(C)c1-c1ccc(C(=O)NC2CCCCC2)c2occc12	27.0	0.7	-0.3	/	/

cpd	VHR inh abs	PriA SSB inh	CCHF vOTU inh	BoNT-A LC inh2	Anthrax LF inh2
1	8.4	/	5.3	-0.9	-1.6
2	7.4	0.3	-9.9	-2.1	-3.6
3	/	0.5	4.0	3.5	-0.5
4	13.3	6.6	3.0	-1.1	-0.7
5	16.2	-12.6	-1.5	2.1	2.3
6	18.2	-7.1	6.0	?	-4.9
7	2.4	2.5	4.5	0.2	-2.7
8	24.6	/	6.2	1.1	-2.8
9	29.5	10.2	-2.5	0.0	1.9
10	/	/	-0.3	0.1	-4.1

# From entry 5 as far as 7, copied from above:
cpd	smiles	Y pestis TopoI	TcdB GH inh	Vc quorum ag	SARS 3CLpro inh	PfHsp40 rescue
5	OCCN1CCN(CC#CCC(c2ccccc2)c2ccccc2)CC1	4.6	1.7	i	1.6	-0.8
6	COc1ccccc1NC(=O)c1ccc(S(=O)(=O)N2CCOCC2)cc1	-5.7	/	-2.9	2.1	0.3
7	Cc1c(C(=O)OCC(=O)N2CC(=O)Nc3ccccc32)oc2ccccc12	4.0	/	i	0.0	-1.1

cpd	VHR inh abs	PriA SSB inh	CCHF vOTU inh	BoNT-A LC inh2	Anthrax LF inh2
5	16.2	-12.6	-1.5	2.1	2.3
6	18.2	-7.1	6.0	?	-4.9
7	2.4	2.5	4.5	0.2	-2.7

# More compounds:
cpd	smiles	Y pestis TopoI	TcdB GH inh	Vc quorum ag	SARS 3CLpro inh	PfHsp40 rescue
11	COCC1CCCN(Cc2cn(Cc3ccccc3)nc2-c2cc3ccccc3o2)C1 (stereo not drawn)	8.6	6.9	i	3.8	0.1
12	CC(C)(C)c1ccc(C(=O)NC(=S)N2CCCCCC2)cc1	9.1	0.6	1.2	7.2	6.0
13	Cc1ccc(C(=O)Nc2cccc3ccccc23)o1	6.8	0.6	-0.4	/	/
14	COC(=O)C1=C(C)N(Cc2ccccc2)C(=NCCc2ccccn2)N[C@H]1c1cccc(F)c1	3.2	0.9	-3.0	-6.8	0.4
15	CCc1ccc(-c2nc(CN3CCC(C(=O)NCCN(CC)c4ccccc4)CC3)c(C)o2)cc1	-5.2	/	-0.3	0.5	0.7
16	COc1ccc(C)cc1NC(=O)C1CCCN(S(=O)(=O)c2cnc[nH]2)C1 (stereo not drawn)	6.8	-9.5	-0.2	1.8	0.4
17	O=C(O)c1cc(S(=O)(=O)NCc2ccco2)c(Cl)cc1Cl	-4.5	/	i	3.0	0.1
18	C(=N\Nc1nc2ccccc2[nH]1)/c1cccc2cccnc12	7.4	0.7	-0.6	-3.3	-0.7
19	Cc1ccc(-c2noc(CCCC(=O)NC3CCCC3)n2)cc1	7.8	0.6	0.9	-1.0	-0.7
20	CCOC(=O)c1cnc2c(-c3ccccc3OC)c(C)nn2c1C	1.2	-0.6	i	1.8	-1.6

cpd	VHR inh abs	PriA SSB inh	CCHF vOTU inh	BoNT-A LC inh2	Anthrax LF inh2
11	-16.8	10.2	16.0	-0.1	-4.6
12	5.0	-9.1	17.9	2.7	-2.2
13	/	-1.0	-7.9	3.8	21.6
14	5.0	1.6	3.2	0.3	-3.8
15	23.5	28.1	-1.6	0.0	-15.3
16	12.4	2.5	0.6	-1.1	-13.5
17	7.2	-14.2	-2.0	-0.4	-1.9
18	-0.9	i	1.1	-19.0	-47.9
19	33.1	-11.8	-20.3	-2.8	-0.7
20	37.7	-32.6	-11.6	-0.5	-5.1

# (more compounds)
cpd	smiles	Y pestis TopoI	TcdB GH inh	Vc quorum ag	SARS 3CLpro inh	PfHsp40 rescue
21	COc1ccc(S(=O)(=O)NCCSC(C)(C)C)cc1	2.6	/	-0.3	3.5	-0.7
22	C#Cc1ccc([C@@H]2C=C(C(=O)NCc3ccccc3)O[C@H](OCCCCO)C2)cc1	14.7	-0.7	i	/	-1.6
23	O=C(COC(=O)C1CCN(S(=O)(=O)c2ccc3c(c2)OCCO3)CC1)Nc1cc(C(F)(F)F)ccc1Cl	27.5	0.9	-0.3	-2.5	-1.5
24	C/C(=N\NC(=O)c1nn(C)cc1Br)c1cccc(NC(=O)C2CCCC2)c1	23.8	/	i	1.7	-0.4
25	CC(=O)NNC(=O)CN1C(=O)CN=C(c2ccccc2)c2cc(Br)ccc21	4.0	1.1	-0.4	5.2	-0.2
26	CC1(C(=O)Nc2cnc3ccccc3c2)CCN1Cc1cc2ccccc2o1 (stereo not drawn)	16.4	0.4	i	/	/
27	Cc1cnc(C(=O)OCc2ccc(Br)cc2)cn1	0.1	-0.1	i	6.6	-0.7
28	O=C(Nc1ccc(Br)cc1)c1ccccc1CC[N+](=O)[O-]	0.2	/	4.2	1.0	0.0
29	CCc1ccc(NC(=O)Cn2cnc3c(=O)n(C)c(=O)n(C)c32)cc1	-1.4	-1.1	-1.0	-0.2	-0.5
30	OCCCNc1nnc(-c2ccccc2)c2ccccc12	7.2	0.6	-0.5	1.5	1.0

cpd	VHR inh abs	PriA SSB inh	CCHF vOTU inh	BoNT-A LC inh2	Anthrax LF inh2
21	11.9	-7.1	7.3	-0.6	-3.3
22	/	-3.1	-3.7	-0.2	-3.4
23	25.5	-2.2	-8.7	-0.4	1.4
24	9.9	/	5.9	-1.6	-1.8
25	13.1	7.6	-3.5	0.3	-3.2
26	/	/	5.3	-0.6	-10.5
27	33.9	-3.2	-8.8	-0.6	-16.6
28	-12.6	-11.2	3.4	-0.2	-3.1
29	-0.1	6.5	-23.6	0.6	2.7
30	27.4	0.3	6.7	-2.1	-13.3

# More structures:
cpd	smiles	Y pestis TopoI	TcdB GH inh	Vc quorum ag	SARS 3CLpro inh	PfHsp40 rescue
31	CCOC(=O)N1CCN(C(=O)CCCn2c(=S)[nH]c3ccc(Br)cc3c2=O)CC1	5.9	/	1.9	-1.6	1.3
32	Cc1ccc(S(=O)(=O)Nc2cc(C(=O)N3CCC4(CC3)OCCO4)ccc2N2CCCCC2)cc1	37.9	/	1.7	-3.5	-0.4
33	COc1ccc(C2NC(=O)NC(C)=C2C(=O)OC2CCC(C)CC2)cc1 (stereo not drawn)	44.0	0.9	-0.3	-1.9	0.2
34	COc1ccc(C)cc1NC(=O)C(OC(=O)c1cnccn1)c1ccccc1 (stereo not drawn)	6.7	-1.0	-0.6	/	0.8
35	COC(=O)C1=C(C)N(Cc2ccccc2)C(=NCc2ccccc2)N[C@H]1c1ccccc1	-9.7	1.9	i	/	-0.9
36	CCOc1ccc(CC(C(N)=O)C(N)=O)cc1CN(C)C	1.0	/	i	2.6	0.2
37	CC1CCCCC12NC(=S)N(c1ccccc1)N2 (stereo not drawn)	2.0	3.4	i	1.2	-1.6
38	CN1CCN(c2ccccc2NC(=O)c2ccc(OCc3ccccc3)cc2)CC1	3.8	/	-0.9	5.0	1.6
39	COc1ccc(N2CCN(C(=O)CCC(=O)N3Cc4ccccc4Oc4ncccc43)CC2)cc1	8.9	-1.7	-0.3	1.2	-1.0
40	Cc1ccc(NC(=S)/N=C(\N)Nc2nc(C)c3ccccc3n2)cc1C	5.2	-0.2	i	-0.9	-1.0

cpd	VHR inh abs	PriA SSB inh	CCHF vOTU inh	BoNT-A LC inh2	Anthrax LF inh2
31	13.3	-19.8	-0.5	?	-0.5
32	-4.3	-16.9	9.6	-0.6	-0.1
33	20.7	-3.4	-1.9	0.4	5.2
34	/	-0.9	4.3	/	/
35	/	-1.1	12.2	-0.2	-4.1
36	23.1	-10.3	13.1	0.7	-2.0
37	-0.7	-6.6	-8.8	-4.6	-7.2
38	6.0	0.9	-2.2	-0.2	-12.8
39	10.4	12.2	-5.3	-1.4	2.0
40	7.4	/	2.9	0.6	-2.3

# New compounds follow
cpd	smiles	Y pestis TopoI	TcdB GH inh	Vc quorum ag	SARS 3CLpro inh	PfHsp40 rescue
41	Cc1ccc(C)c(OCC(=O)N2CCN(Cc3ccc4c(c3)OCO4)CC2)c1	3.9	2.9	i	-2.4	1.3
42	Cc1cccc(NS(=O)(=O)c2ccc([N+](=O)[O-])cc2)n1	2.2	1.0	-0.2	1.8	0.3
43	CCN(CC)S(=O)(=O)c1ccc(OC)c(NC(=O)c2cc([N+](=O)[O-])ccc2Cl)c1	0.1	/	0.9	6.9	0.5
44	COc1ccc(NC(=O)CN(C)S(=O)(=O)c2cnc[nH]2)cc1Cl	0.0	-0.5	-0.2	7.0	-1.2
45	COc1ccc2oc(C(=O)NCc3ccco3)c(C)c2c1	13.9	0.9	-12.5	-3.4	-1.9
46	O=C(CN1CCN(c2ccccc2F)CC1)Nc1nnc(C(F)(F)F)s1	8.2	4.0	-0.5	3.1	0.7
47	COc1ccc(NC(=O)CSc2nncc(=O)n2N)cc1OC	15.3	2.0	i	-1.6	2.5
48	Cc1ccc(S(=O)(=O)N2CCC(C(=O)Nc3nnc(C)s3)CC2)cc1	1.7	0.3	i	-2.7	-0.2
49	O=[N+]([O-])c1ccc(S(=O)(=O)N2CCN(c3ccc(N4CCOCC4)nn3)CC2)cc1	-3.7	-1.4	i	/	-2.5
50	COc1ccc(CCn2c(O)c(C=Nc3cccc(F)c3)c(=O)[nH]c2=O)cc1OC	5.0	2.5	i	4.7	/
51	Cc1cccc(NC(=O)C2(C)CC3c4ccccc4C2c2ccccc23)c1 (stereo not drawn)	0.9	/	i	1.0	-0.8
52	CCOc1ccccc1-c1cc(C(=O)N/N=C/c2ccc(O)c(OC)c2)c2ccccc2n1	16.3	/	-0.1	-1.0	-0.6
53	CC(=O)c1ccc(-n2nnnc2SCC(=O)N2CCc3ccccc3C2)cc1	17.8	/	i	-0.2	0.8

cpd	VHR inh abs	PriA SSB inh	CCHF vOTU inh	BoNT-A LC inh2	Anthrax LF inh2
41	12.9	0.1	-3.8	0.1	5.1
42	-10.7	-28.8	-8.6	-0.1	-8.0
43	7.7	3.1	9.2	-0.6	0.9
44	18.2	-1.6	-2.9	-0.4	-5.1
45	6.5	8.7	6.1	-0.7	-1.9
46	21.6	-10.9	14.9	-0.6	-0.3
47	10.5	5.4	-4.6	/	/
48	2.1	-1.1	9.4	-1.8	-6.3
49	/	-3.5	-5.1	3.0	-2.0
50	32.9	5.8	7.8	-0.4	-12.0
51	16.8	5.1	-10.3	0.3	0.4
52	5.0	/	19.4	-1.4	0.1
53	4.4	-2.1	0.1	-1.2	-1.9
